# MITF TRPM1 inh – inhibitors of MITF-driven TRPM1 promoter in melanoma cells; inhibition, % at 12.5 µM; 330,000 tested, 0.83% active; SK-MEL-5 TRPM1 promoter luciferase, 24 h; AID 488899;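 active = mean inhibition across replicates of 60% or more, whatever share of single replicates reaches that level; inconclusive = some that reach 60%, reason not given; inactive = mean inhibition across replicates below 60%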; note: values of inactives mirror those of a sister screen read the other way
# PDI turbidity – blocks human protein disulfide isomerase activity; P07237; PDI insulin aggregation turbidity, A650, 90 min; inhibition, % at 10 µM; 350,000 tested, 0.052% active; AID 588391;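 active = mean inhibition across replicates of 30% or more, whatever share of single replicates reach that level; inconclusive = mean inhibition below 30% while every single replicate reaches 30%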;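 note: absorbance from insulin aggregation driven by PDI reduction with DTT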
# Target sequence (P07237 whole entry, looked up): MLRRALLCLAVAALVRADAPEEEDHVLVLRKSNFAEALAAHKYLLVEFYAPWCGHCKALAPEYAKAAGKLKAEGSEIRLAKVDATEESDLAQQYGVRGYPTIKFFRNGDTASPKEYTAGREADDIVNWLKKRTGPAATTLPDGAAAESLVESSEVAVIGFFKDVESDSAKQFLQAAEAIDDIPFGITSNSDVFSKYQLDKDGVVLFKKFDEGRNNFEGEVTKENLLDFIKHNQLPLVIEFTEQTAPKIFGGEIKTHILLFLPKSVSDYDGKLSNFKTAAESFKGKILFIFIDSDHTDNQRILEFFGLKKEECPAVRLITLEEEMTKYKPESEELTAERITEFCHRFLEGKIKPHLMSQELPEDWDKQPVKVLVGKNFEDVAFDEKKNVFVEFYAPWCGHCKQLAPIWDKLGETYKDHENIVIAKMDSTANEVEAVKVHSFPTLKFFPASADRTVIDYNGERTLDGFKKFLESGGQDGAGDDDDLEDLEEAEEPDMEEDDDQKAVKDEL
# Vif inh – HIV Vif inhibition | 340,000 tested, 0.35% active | HEK293T cells, Vif self-association by quenched fluorescence, imaging, 24 h | inhibition, % at 7.49 µM; in the data active = inhibition above about 50%, passing the limit was not always enough; inconclusive = no clear call, values can overlap the other calls; inactive = below about 31%; note: some results filed as inactive read as strong as hits
# Shn3 3UTR inh – inhibitors of Schnurri-3 3'UTR reporter in osteoblasts. inhibition, % at 12.5 µM. AID 588674. 360,000 tested, 0.52% active. Clone20 osteoblast Shn3 3'UTR firefly luciferase, 24 h;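 active = mean inhibition of at least 75% with every replicate also reaching 75%; inconclusive = mean inhibition at least 75% but some replicate below; inactive = mean inhibition below 75%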;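 note: 0% = median of neutral control wells and 100% = pilot-screen positive control compound; some compounds past the cut are filed as inactive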
# Peg3 promoter – reduces Peg3 promoter-driven luciferase expression in HeLa | HeLa PEG-Prom luciferase reporter, luminescence, overnight | inhibition, % at 20 µM | 360,000 tested, 1.7% active | AID 588405;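 active = inhibition of at least 50% at 20 µM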
# KKLEB tox – counter-screen for CF NF-kB inhibitors: cytotoxicity; KKLEB CF airway cells viability, ATPlite luminescence, overnight; stronger effect = lower value; cells stimulated with P. aeruginosa culture filtrate; 360,000 tested, 0.36% active; AID 602141; activity change (cytotoxicity), % at 5 µM;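 active = corrected activity change at or below -50% at 5 µM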
# CF NFkB block – blocks PAF-induced NF-kB reporter in cystic fibrosis cells. KKLEB NF-kB-GFP reporter, GFP fluorescence overnight. inhibition, % at 5 µM. 360,000 tested, 0.86% active;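 active = at least 50% inhibition at 5 µM, scaled per plate between neutral and stimulator controls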;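 note: PAF is a Pseudomonas aeruginosa culture filtrate used as stimulus; plate controls were PAF-stimulated DMSO wells for no effect and unstimulated DMSO wells for full effect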
# CaV13 FRET inh – Disruptors of the CACNA1D IQ motif to Ca2+-dependent inactivation inhibitor domain association, primary screening, Förster resonance energy transfer in intact living …; HEK cells, CFP/YFP FRET ICDI-IQ, plate reader, 10 min; percent FRET-ratio fall versus neutral wells; inhibition, % at 12.3 µM; 340,000 tested, 0.098% active; AID 743397;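 active = mean replicate inhibition of at least 30% and at least 1% of replicates passing that level; inconclusive = only one of the two criteria is met; inactive = neither criterion is met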;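 note: 0% = median of the neutral control wells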
# HIF-2a block – blocks HIF-2a reporter activity. 786-0 RCC cells HIF-2a reporter, luciferase luminescence, overnight. inhibition, % at 18.8 µM. 360,000 tested, 0.72% active. AID 624352;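 active = inhibition of the luminescence signal of 40% or more relative to plate controls, in a single-dose primary screen at 18.75 µM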
# NR2E3 ag-1 – agonists of human NR2E3 nuclear receptor; 360,000 tested, 0.35% active; CHO-S Gal4-NCOR/VP16-NR2E3 two-hybrid, luciferase; Q9Y5X4; AID 602229; inhibition of corepressor binding, % at 3.98 µM;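 active = inhibition above the mean of all tested compounds plus 3 SD, cut at about 70% in these data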;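 note: 0% = DMSO with NR2E3 transfected cells and 100% = cells lacking NR2E3 construct; higher means lower luciferase signal from less NR2E3 corepressor binding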
# Target sequence (Q9Y5X4 whole entry, looked up, the tested form may be a part): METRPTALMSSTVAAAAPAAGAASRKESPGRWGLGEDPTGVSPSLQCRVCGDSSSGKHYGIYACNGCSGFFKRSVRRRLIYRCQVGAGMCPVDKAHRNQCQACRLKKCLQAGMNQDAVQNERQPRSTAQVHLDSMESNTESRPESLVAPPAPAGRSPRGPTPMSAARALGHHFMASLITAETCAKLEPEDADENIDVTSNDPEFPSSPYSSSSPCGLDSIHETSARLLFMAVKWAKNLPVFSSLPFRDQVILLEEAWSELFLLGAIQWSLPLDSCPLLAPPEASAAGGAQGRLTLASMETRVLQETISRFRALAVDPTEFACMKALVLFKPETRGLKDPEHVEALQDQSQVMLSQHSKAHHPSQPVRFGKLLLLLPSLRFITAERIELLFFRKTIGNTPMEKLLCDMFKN
# NR2E3 ag-2 – activates human photoreceptor nuclear receptor NR2E3; Q9Y5X4; inhibition of corepressor binding, % at 4.78 µM; AID 2300; GST-NR2E3/biotin-RetCOR TR-FRET, 1536-well; 320,000 tested, 0.12% active;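 active = percent inhibition above the cutoff of mean plus 3 SD of all tested compounds, set per screening campaign, cut at about 20% in these data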;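 note: 0% = DMSO wells and 100% = biotin wells as full block of FRET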
#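 Format: 1536-well format; test system: GST-NR2E3 and biotin-RetCOR proteins; read-out basis: percent inhibition of TR-FRET ratio; timing: 5 h incubation at 4 °C; detection: time-resolved FRET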
# Starred values were filed as active, the others as inactive; ? = inconclusive; · = no result given.
SMILES,MITF TRPM1 inh,PDI turbidity,Vif inh,Shn3 3UTR inh,Peg3 promoter,KKLEB tox,CF NFkB block,CaV13 FRET inh,HIF-2a block,NR2E3 ag-1,NR2E3 ag-2
Cc1ccc(C(=O)O)cc1NC(=O)C1CCN(S(=O)(=O)c2ccc3c(c2)OCCO3)CC1,-5,3,-4,-6,-2,11,-28,-6,13,0,·
CC(=O)c1c(O)c(C)c(O)c2c1OC1=Cc3c(c(C)nn3-c3ccccc3)C(=O)C12C (configuration not stated),·,-8,5,4,-4,-9,-12,-14,3,10,·
Cc1nc2nc3c(cn2n1)C(=O)CCC3,-3,5,3,-8,6,6,3,-6,15,-10,2
CCOC(=O)C1=C(C)NC(=O)NC1c1ccc(N(CC)CC)cc1 (configuration not stated),10,-4,6,1,14,-3,8,-6,7,-6,-2
COc1cccc2cc(C(C)N(CCCN3CCOCC3)C(=S)Nc3c(C)cccc3C)oc12 (configuration not stated),-4,12,1,8,-1,-6,20,-14,14,-8,-1
CCSc1cc(C)nc2c(-c3ccccc3)c(C)nn12,-19,-5,-2,-2,-54,-6,15,-8,-40,-38,1
O=C(Nc1cc(Cl)ccc1N1CCOCC1)c1ccc(N2CCCCC2)c([N+](=O)[O-])c1,-21,-6,0,22,1,-25,20,-5,0,3,3
C=CCNc1sc(C(=O)c2ccccc2)c(N)c1-c1nc2ccccc2s1,9,-10,-3,-15,-49,4,4,·,-152,-41,-1
CCOC(=O)CC(=O)CSc1nc2c(sc(=S)n2-c2ccccc2)c(=O)[nH]1,-5,4,-6,-1,12,-13,-24,-8,12,-13,-1
O=C(NCc1cccs1)Nc1ccc2c(c1)OCO2,-56,0,-13,-9,-150,-26,6,-3,-181,-69,-1
COc1ccc(S(=O)(=O)N(C)CC(=O)NC2CC2)cc1OC,13,9,·,-20,-6,12,-2,-9,-2,-16,-1
O=C1N=C(N2CCCCC2)S/C1=C\c1ccncc1,-3,1,-1,-7,-13,-6,25,-4,14,-16,0
CCO[C@@H]1OC(C(=O)NC2CC2)=C[C@H](c2ccc(C(F)(F)F)cc2)[C@H]1CCCO,-2,-4,-7,12,9,2,-17,-11,12,10,-1
Cc1ccccc1-n1c(=O)c2ccccc2n(CC(=O)NCc2ccco2)c1=O,-9,2,2,·,-2,10,-5,-6,5,-26,3
O=C(CN1C(=O)NC2(CCCC2)C1=O)OCc1c(F)cccc1Cl,1,-7,15,-24,-30,3,10,-6,-10,-8,-4
CCOC(=O)c1cc2ccc(OC)c(OC)c2c(=O)s1,-14,1,-13,-35,-89,-4,-3,-6,-117,-44,2
CSc1ccc(C(=O)C2CCCN(S(=O)(=O)c3c(C)noc3C)C2)cc1 (configuration not stated),10,3,-14,16,14,8,15,15,7,-21,6
O=C(O)c1ccc2nc(-c3ccco3)c(-c3ccco3)nc2c1,5,1,·,16,4,14,-11,-9,18,-28,·
COCCN1CCn2c(nc3cc(NS(C)(=O)=O)ccc32)C1,3,-1,-3,0,13,-2,4,-3,22,-10,-1
Cc1ccc(-n2c(SCC(=O)N3c4ccccc4Sc4ccccc43)nnc2-c2ccncc2)cc1,-4,-2,-2,-11,17,-5,24,-5,23,-8,2
N#CC(=Cc1ccnc2ccccc12)c1ccccc1,·,-11,·,-7,-11,2,24,-7,-52,35,·
COc1ccccc1C(=O)NCC(c1cccs1)N1CCc2ccccc21 (configuration not stated),12,5,-3,-7,12,14,10,-3,-5,-5,-1
Cc1cc(C)nc(SCc2ccc(C(=O)N/N=C/c3ccncc3)cc2)n1,5,-3,-7,9,6,-4,2,-18,15,12,1
O=C(CN1CCN(C(=O)CNC(=O)c2ccc(N3CCCC3=O)cc2)CC1)Nc1ccccc1Cl,0,-8,2,8,9,-4,-1,-17,-4,20,3
O=C(COc1ccc(Cl)cc1)NCc1nnc(SCC(=O)c2ccccc2)o1,5,-7,21,21,-2,5,-5,-2,22,-32,-1

# As a working copy, part of the list above.
SMILES,MITF TRPM1 inh,PDI turbidity,Vif inh,Shn3 3UTR inh,Peg3 promoter,KKLEB tox,CF NFkB block,CaV13 FRET inh,HIF-2a block,NR2E3 ag-1,NR2E3 ag-2
Cc1ccc(-n2c(SCC(=O)N3c4ccccc4Sc4ccccc43)nnc2-c2ccncc2)cc1,-4,-2,-2,-11,17,-5,24,-5,23,-8,2
N#CC(=Cc1ccnc2ccccc12)c1ccccc1,·,-11,·,-7,-11,2,24,-7,-52,35,·
COc1ccccc1C(=O)NCC(c1cccs1)N1CCc2ccccc21 (configuration not stated),12,5,-3,-7,12,14,10,-3,-5,-5,-1

# (further entries)
SMILES,MITF TRPM1 inh,PDI turbidity,Vif inh,Shn3 3UTR inh,Peg3 promoter,KKLEB tox,CF NFkB block,CaV13 FRET inh,HIF-2a block,NR2E3 ag-1,NR2E3 ag-2
COC(=O)C1=C(C(=O)OC)[C@@H]2Nc3ccccc3[C@@]23C[C@@H](C(=O)OC)N(C(=O)c2ccco2)C3=N1,10,-1,6,-12,40,18,-6,-10,19,-12,-1
O=C(COc1ccc(Cl)cc1Br)Nc1ccccc1N1CCCC1,-18,5,-9,-4,-102,2,-129,-2,-120,-3,1
O=C(Nc1ccon1)c1ccc(S(=O)(=O)N2CCOCC2)cc1,2,10,-9,-1,13,9,4,2,12,-13,-1
c1ccc(CNCCCNCCCCNCCCNCc2ccccc2)cc1,-3,-4,-1,-23,110*,8,11,-7,28,-8,·
COc1ccccc1Cc1c(C2CCCCC2)nc2ccc(Cl)cn12,·,·,·,21,8,-24,24,-6,-12,-4,·
COc1ccc(OCCSc2nnc3c(Cl)cc(Cl)cn23)cc1,-9,6,0,9,-15,-1,6,-5,8,-18,-1
O=C(CSc1nnc(CNC(=O)c2cccs2)o1)Nc1cccc(F)c1,0,9,5,-29,-4,-10,19,-7,5,12,3
CCCNC(=O)C1(C)CCCN(C(=O)Cc2ccc(OC)c(OC)c2)C1 (configuration not stated),·,-1,·,-7,-5,-5,8,-5,-7,4,·
O=C(Nc1ccc(Br)cc1)c1ccc(CSC2=NCCS2)cc1,-22,-2,-10,-14,-107,0,-6,-5,-166,-17,1
N#CC1(Nc2cccc(Br)c2)C(=O)Nc2ccccc21 (configuration not stated),8,-8,7,10,15,5,24,-3,13,-11,0
COc1ccccc1N1CCN(Cc2ccc(-c3ccccc3[N+](=O)[O-])o2)CC1,5,13,-4,9,20,-12,10,-2,4,25,1
Cc1cc(Cl)cc2sc(NC(=O)c3ccco3)nc12,-86,·,-3,-97,-385,17,-21,·,-314,-178,0
COc1cc(N=c2oc3c(C)ncc(CO)c3cc2C(N)=O)cc(OC)c1OC,-1,-1,-4,36,14,-2,-9,-4,15,-19,0
CC(=O)NCCc1ccc(C(=O)COC(=O)c2ccco2)cc1,-32,-1,9,-28,-102,0,-30,-3,-48,-8,·
O=C(CSc1ccc(Cl)cc1)N1CCC(c2nc3ccccc3s2)CC1,16,23,-13,9,1,-11,-7,·,-7,27,0
NC(=S)Cc1nc2n(n1)Cc1ccccc1-2,-3,-1,-2,6,19,-9,-1,-3,-8,22,0
CCCCN(C1CCS(=O)(=O)C1)S(=O)(=O)c1ccc(OC)cc1 (configuration not stated),11,-2,1,5,6,2,15,-2,1,-3,1
CCOC(=O)N1CCN(C(=O)c2ccc(S(=O)(=O)Nc3cccc(C(F)(F)F)c3)cc2)CC1,14,3,·,73,-2,1,-4,·,2,78*,-1
CCN1C(=O)/C(=C\C=C2/C=CC=CN2CC)SC1=S,0,4,10,-95,-189,7,0,-6,-171,-19,-11
CCCCN1C(=O)C(=O)N(CC(=O)c2ccc3c(c2)OCO3)C1=O,-7,1,27,-11,-27,-13,-11,-2,-24,-63,0
O=C(Nc1ccc2c(c1)OCO2)C1CCCN1C(=O)Nc1ccccc1F (configuration not stated),6,4,-3,-9,3,8,9,·,-26,14,0
Cc1cc(C)cc(NC(=O)Nc2cccc(S(N)(=O)=O)c2)c1,·,9,1,24,-1,9,-19,-5,-4,-17,-1
Cc1ccc(S(=O)(=O)N2CCN(C(=O)N(C)C)CC2)cc1,10,12,-2,17,9,3,-7,-5,5,24,1
Cc1ccc(-c2nnc(SCC(=O)NC3CCCC3)n2C)cc1,5,-4,0,7,-1,2,4,-3,5,-1,4
CCC(=O)Nc1nc2ccc(NC(=O)c3cc(OC)c(OC)c(OC)c3)cc2s1,3,0,11,-3,39,1,14,3,30,-16,-2
CCNC(=O)C1(C)CCN1Cc1cc(-c2ccccc2)n(C)n1 (configuration not stated),·,4,1,-11,-14,6,-46,-2,-4,-7,·
CN(C)CCCn1cnc2c(c1=N)C(c1ccccc1)c1ccc3ccccc3c1O2 (configuration not stated),99*,7,?,3,109*,-28,-8,-4,93*,29,-1
CCC1CCC(N2CCN(c3ccc([N+](=O)[O-])cc3)CC2)CC1 (configuration not stated),-7,-5,0,-9,1,-14,30,-5,-5,-8,·

# Complete entries from above.
# `O=C(COc1ccc(Cl)cc1Br)Nc1ccccc1N1CCCC1` across the screens: MITF TRPM1 inh: -18; PDI turbidity: 5; Vif inh: -9; Shn3 3UTR inh: -4; Peg3 promoter: -102; KKLEB tox: 2; CF NFkB block: -129; CaV13 FRET inh: -2; HIF-2a block: -120; NR2E3 ag-1: -3; NR2E3 ag-2: 1
# `COC(=O)C1=C(C(=O)OC)[C@@H]2Nc3ccccc3[C@@]23C[C@@H](C(=O)OC)N(C(=O)c2ccco2)C3=N1` across the screens: MITF TRPM1 inh: 10; PDI turbidity: -1; Vif inh: 6; Shn3 3UTR inh: -12; Peg3 promoter: 40; KKLEB tox: 18; CF NFkB block: -6; CaV13 FRET inh: -10; HIF-2a block: 19; NR2E3 ag-1: -12; NR2E3 ag-2: -1

# Structures shown so far with a COOH group:
SMILES,MITF TRPM1 inh,PDI turbidity,Vif inh,Shn3 3UTR inh,Peg3 promoter,KKLEB tox,CF NFkB block,CaV13 FRET inh,HIF-2a block,NR2E3 ag-1,NR2E3 ag-2
Cc1ccc(C(=O)O)cc1NC(=O)C1CCN(S(=O)(=O)c2ccc3c(c2)OCCO3)CC1,-5,3,-4,-6,-2,11,-28,-6,13,0,·
O=C(O)c1ccc2nc(-c3ccco3)c(-c3ccco3)nc2c1,5,1,·,16,4,14,-11,-9,18,-28,·

# 3 of the entries above in order of the Vif inh value, high to low.
Compound	Vif inh
CCC(=O)Nc1nc2ccc(NC(=O)c3cc(OC)c(OC)c(OC)c3)cc2s1	11
CCCCN(C1CCS(=O)(=O)C1)S(=O)(=O)c1ccc(OC)cc1 (configuration not stated)	1
COc1ccccc1N1CCN(Cc2ccc(-c3ccccc3[N+](=O)[O-])o2)CC1	-4

# Screens: PubChem BioAssay, several laboratories
